PGE2 EP2 inh: EP2 receptor (human) inhibition; P43116; inhibition, % at 25 µM; actives 0.52% (n = 260,000); AID 1422; C6 glioma cells expressing human EP2, cAMP TR-FRET; cells stimulated with saturating PGE2;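 active means percent inhibition above 40 after rounding to a whole number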;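 further: rat C6 glioma host cells with rolipram phosphodiesterase inhibitor present; the protocol text gives 20 µM as final concentration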
Target sequence (P43116 whole entry, looked up): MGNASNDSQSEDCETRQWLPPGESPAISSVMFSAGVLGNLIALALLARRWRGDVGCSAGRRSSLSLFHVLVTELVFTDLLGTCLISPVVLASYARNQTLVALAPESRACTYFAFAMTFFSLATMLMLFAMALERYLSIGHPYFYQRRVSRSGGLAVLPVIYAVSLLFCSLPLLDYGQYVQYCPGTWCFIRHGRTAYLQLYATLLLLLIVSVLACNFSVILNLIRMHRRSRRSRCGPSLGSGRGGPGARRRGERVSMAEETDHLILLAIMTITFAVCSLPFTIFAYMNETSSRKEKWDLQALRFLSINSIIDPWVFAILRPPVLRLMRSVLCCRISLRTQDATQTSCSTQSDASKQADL
PPC-1+TRAIL kill: PPC-1 cancer cell killing with TRAIL present; AID 1443; PPC-1 cells + TRAIL, ATPLite viability luminescence; cell killing (% activity), % at 4 µM; actives 0.41% (n = 220,000);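 active means cell killing above 50% in the first pass at 4 µM, then a duplicate retest at 5 µM averaging 50% or more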;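 further: plate controls were cells with TRAIL plus DMSO for no effect and medium-only wells lacking cells for full effect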
NPY-Y1 PAM-ag: potentiates or activates human NPY-Y1 receptor | P25929 | NPY-Y1 expressing cells, potentiator/agonist activation | activation, % at 3.6 µM | actives 0.37% (n = 220,000) | AID 1304; in the data active means activation above about 33%, passing the limit was not always enough;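 further: cells stimulated with NPY at EC10 then isoproterenol at EC100; 0% = low agonist plus stimulus and 100% = saturating agonist plus stimulus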
EP2 modulator: modulates human prostaglandin E2 receptor EP2 signaling; EP2-expressing cells, cAMP HTRF FRET, PGE2 co-stimulation; induction, % at 25 µM; actives 0.83% (n = 260,000); AID 940;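 active means compounds whose cAMP rise, as percent of the full-agonist control response, exceeds 60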;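 further: rat C6 glioma line stably carrying human EP2 under a CMV promoter; the protocol text gives 20 µM as final concentration; 100% = response of wells given 1 µM PGE2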
CHOP inh: blocks CHOP induction under ER stress | inhibition, % at 10 µM | CHO-K1 CHOP-promoter luciferase, tunicamycin-induced, 15-18 h | actives 3.8% (n = 220,000);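 active means compounds that reduced the stress-induced luciferase reporter signal by more than about 70% of percent inhibition, limit read from the data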;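 further: 0% = tunicamycin plus vehicle and 100% = wells without tunicamycin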
zfTRPN1 agonist: zebrafish TRPN1 (NompC) channel agonism; HEK293 zebrafish TRPN1-YFP, Fluo-8 calcium fluorescence; 100% = response to 87 µM carbachol; AID 1424; activation, % at 3 µM; actives 0.18% (n = 220,000);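 active means activation above its plate's cutoff, the mean activation of test wells on that plate plus 3 SD, cut at about 19% in these data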;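 further: 0% = DMSO alone and 100% = 87 µM carbachol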
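Control set: carbachol 87 µM as high control, DMSO as low control; system: HEK293 stable line with zebrafish TRPN1-YFP; read-out: % activation versus carbachol response; detection: intracellular calcium fluorescence with Fluo-8; doses: single test compound dose, 3 µM nominal, 0.3% DMSO; schedule: dye 1 h 37 °C plus 30 min RT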
TRPML3 agonist: activates the human TRPML3 channel | activation, % at 3 µM | AID 1448 | actives 0.29% (n = 220,000) | HEK293 TRPML3-YFP, Fluo-8 calcium fluorescence; 100% = the carbachol control signal;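 active means activation above its plate's cutoff, the mean activation of the plate's test wells plus 3 SD, cut at about 12% in these data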;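 further: 0% = DMSO only wells and 100% = carbachol wells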
Target sequence (Q8TDD5 whole entry, looked up): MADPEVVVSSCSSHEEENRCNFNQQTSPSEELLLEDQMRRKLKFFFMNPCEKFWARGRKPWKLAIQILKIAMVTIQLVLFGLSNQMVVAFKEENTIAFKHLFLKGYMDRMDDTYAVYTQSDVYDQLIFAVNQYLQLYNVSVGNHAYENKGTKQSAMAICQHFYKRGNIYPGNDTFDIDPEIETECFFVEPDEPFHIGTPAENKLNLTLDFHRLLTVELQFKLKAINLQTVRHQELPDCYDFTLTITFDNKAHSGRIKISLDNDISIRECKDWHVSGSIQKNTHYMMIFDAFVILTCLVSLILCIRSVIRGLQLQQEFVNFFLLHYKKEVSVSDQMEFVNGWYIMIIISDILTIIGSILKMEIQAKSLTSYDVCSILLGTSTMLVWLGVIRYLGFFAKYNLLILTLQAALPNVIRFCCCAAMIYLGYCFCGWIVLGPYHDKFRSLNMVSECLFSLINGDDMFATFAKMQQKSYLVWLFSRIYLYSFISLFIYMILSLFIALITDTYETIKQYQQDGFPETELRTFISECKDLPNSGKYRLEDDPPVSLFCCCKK
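Material: TRPML3-YFP stable HEK293 cells | Dosing: One concentration, 3 µM nominal, 0.3% DMSO | Timing: 125 s total fluorescence read per well | Technique: Fluo-8 calcium dye fluorescence, ex 470-495, em 515-575 nm | Measure: Percent activation from peak-to-basal fluorescence ratio, scaled between DMSO and carbachol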
NPY Y1 blocker: antagonists of human neuropeptide Y receptor Y1. HEK293-CNG Y1 cells, membrane potential fluorescence; NPY at EC95, then isoproterenol. inhibition, % at 3.6 µM. actives 1% (n = 200,000). AID 1040;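 active means inhibition above the campaign mean inhibition of all tested compounds plus 3 SD, cut at about 20% in these data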;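 further: 0% = DMSO wells given NPY plus isoproterenol and 100% = isoproterenol alone without NPY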
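Material: Y1- and CNG-channel-expressing HEK293 cells / Probe or stimulus: NPY 25 nM then isoproterenol 1 µM plus Ro 20-1724 25 µM / Doses: 3.6 µM single dose, DMSO 0.4% / Schedule: compound incubation 1 h at room temperature, readout 45 min post-stimulation / Signal: membrane potential fluorescence / Benchmarks: isoproterenol-only wells as full block versus NPY-plus-isoproterenol wells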
14-3-3 Bad PPI: disrupts binding of bovine 14-3-3 zeta to phospho-Bad peptide. AID 781. TR-FRET 14-3-3zeta/Dy647-pBad peptide displacement, 1 h. inhibition, % at 21.7 µM. actives 0.71% (n = 220,000);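 active means inhibition above about 70%, limit read from the data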;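 further: 0% = full 14-3-3 plus peptide FRET controls and 100% = background without 14-3-3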
Numbers without * were called inactive; . = no result given; & = joins results of further samples; [ ] = dose if it differs, or a comment. Not all compounds are listed, so the mix of outcomes need not match the whole.

Preview (10 entries):
SMILES | PGE2 EP2 inh | PPC-1+TRAIL kill | NPY-Y1 PAM-ag | EP2 modulator | CHOP inh | zfTRPN1 agonist | TRPML3 agonist | NPY Y1 blocker | 14-3-3 Bad PPI
COc1ccc(Nc2nc(NCCO)nc(OC)n2)cc1 | 7&9 | 21 | -2 | -34&3 | -22 | -0.3 | 1.0 | -8 | 0
CS(=O)(=O)N(CC(N)=O)Cc1ccc(Cl)cc1 | 4 | -2 | -13 | -9 | 11 | -1.6 | 0.2 | 0 | 6
CCOC(=O)c1c(C)nc(SC)c(C#N)c1-c1ccccc1 | 5 | 8 | -55 | 40 | 4 | -1.5 | -0.4 | 13 | 0
CCOC(=O)c1oc2ccccc2c1CN1CCCCC1 | 6 | 13 | -3 | -13 | -16 | -0.4 | 0.5 | 5 | -3
O=C(NCC(F)(F)F)Nc1ncccn1 | 10 | 17 | 11 | 0 | 11 | 0.5 | -0.4 | 1 | -10[fluorescence artefact?]
OCCC1CN(Cc2ccsc2)CCN1C1CCCC1 (configuration not stated) | 3 | -1 | -6 | -14 | 2 | -0.3 | 0.9 | 5 | -7
CC(=O)Nc1nnc(CCN2CCCCC2)s1 | 5 | 2 | 16 | 72* | 13 | 0.1 | 0.7 | -7 | 7
c1ccc2[nH]c(CSc3ncnc4c3oc3ccccc34)nc2c1 | 10 | 11 | -56 | -12 | 21 | 1.1 | 1.3 | 1 | 10
O=C(COc1ccc2ccccc2c1)Nc1cccc2cccnc12 | 10 | 8 | -42 | 9 | 10 | -1.1 | -0.9 | 14 | 2
COCCN1CCN(Cc2nc(Cc3ccc(OC)c(OC)c3)no2)CC1 | 5 | 10 | 0 | -9 | -14 | 0.1 | -0.5 | 0 | -6

Main list (from the top)
SMILES | PGE2 EP2 inh | PPC-1+TRAIL kill | NPY-Y1 PAM-ag | EP2 modulator | CHOP inh | zfTRPN1 agonist | TRPML3 agonist | NPY Y1 blocker | 14-3-3 Bad PPI
COc1ccc(Nc2nc(NCCO)nc(OC)n2)cc1 | 7&9 | 21 | -2 | -34&3 | -22 | -0.3 | 1.0 | -8 | 0
CS(=O)(=O)N(CC(N)=O)Cc1ccc(Cl)cc1 | 4 | -2 | -13 | -9 | 11 | -1.6 | 0.2 | 0 | 6
CCOC(=O)c1c(C)nc(SC)c(C#N)c1-c1ccccc1 | 5 | 8 | -55 | 40 | 4 | -1.5 | -0.4 | 13 | 0
CCOC(=O)c1oc2ccccc2c1CN1CCCCC1 | 6 | 13 | -3 | -13 | -16 | -0.4 | 0.5 | 5 | -3
O=C(NCC(F)(F)F)Nc1ncccn1 | 10 | 17 | 11 | 0 | 11 | 0.5 | -0.4 | 1 | -10[fluorescence artefact?]
OCCC1CN(Cc2ccsc2)CCN1C1CCCC1 (configuration not stated) | 3 | -1 | -6 | -14 | 2 | -0.3 | 0.9 | 5 | -7
CC(=O)Nc1nnc(CCN2CCCCC2)s1 | 5 | 2 | 16 | 72* | 13 | 0.1 | 0.7 | -7 | 7
c1ccc2[nH]c(CSc3ncnc4c3oc3ccccc34)nc2c1 | 10 | 11 | -56 | -12 | 21 | 1.1 | 1.3 | 1 | 10
O=C(COc1ccc2ccccc2c1)Nc1cccc2cccnc12 | 10 | 8 | -42 | 9 | 10 | -1.1 | -0.9 | 14 | 2
COCCN1CCN(Cc2nc(Cc3ccc(OC)c(OC)c3)no2)CC1 | 5 | 10 | 0 | -9 | -14 | 0.1 | -0.5 | 0 | -6
S=c1[nH]nc(CCc2ccc(Cl)cc2)o1 | 11 | 12 | -49 | 8 | 2 | 0.6 | 0.4 | 12 | 1[fluorescence artefact?]
Cn1nc(C(F)(F)F)c2cc(NC(=O)OCC(C)(C)C)sc21 | 8 | 8 | -8 | -40 | 48 | -1.1 | 0.3 | 5 | -5
C/C(=N\NC(N)=S)c1ccc(Cl)s1 | 4 | 5 | 6 | -51 | -4 | 0.7 | 0.2 | 1 | -1[fluorescence artefact?]
Cn1nnnc1SCC(=O)NC(C)(C)C | 9 | -3 | -8 | -6 | 9 | 1.2 | 1.6 | -5 | -7
O=C(CSc1nnnn1C1CCCCC1)N1CCCC1 | 9 | -11 | 15 | 35 | -18 | 1.6 | -0.4 | -1 | -9[fluorescence artefact?]
CCN(CC)C(=O)c1ccccc1NC(=O)c1ccccc1 | 5 | -6 | 7 | 20 | 9 | -0.3 | -0.2 | 2 | -4
Cc1nn(C)c(C)c1NC(=O)CSc1nc(Cc2ccccc2)nc2c1cnn2-c1ccccc1 | 3 | . | -15 | . | . | -0.8 | 0.7 | -4 | .
CCOCC(=O)Nc1cc(C(=O)NCCC(C)C)ccc1Cl | 9 | -14 | -24 | -9 | -17 | -0.2 | 0.8 | 3 | -9
COc1ccc(-c2[nH]ncc2-c2cnc(C)s2)c(O)c1 | 1 | 4 | -10 | -23 | 0 | 0.1 | 0.3 | -3 | -13
Cc1ccccc1NC(=O)C1CCCN1S(=O)(=O)c1ccc2c(c1)n(C)c(=O)c(=O)n2C (configuration not stated) | 6 | -8 | 4 | 16 | -10 | -1.6 | 0.3 | -2 | 6
CC1(C)CC(NC(=O)Cc2ccccc2[N+](=O)[O-])CC(C)(C)N1 | 1 | 3 | 2 | 7 | -3 | 2.0 | 0.3 | 2 | 10[fluorescence artefact?]
COc1ccccc1NC(=O)CSc1ccc2nnc(-c3ccc(C)cc3)n2n1 | 6 | 10 | 1 | -16 | 27 | 0.2 | 0.6 | 5 | -1
CCOc1ccccc1NC(=O)COC(=O)CSc1ccc(Cl)cc1 | 2 | 1 | -44 | 18 | 0 | -2.4 | -1.4 | 9 | 17
COc1cccc(NC2=C(Cl)C(=O)OC2OC(=O)c2ccco2)c1 (configuration not stated) | 6 | 14 | 15 | 2 | 8 | -1.5 | 0.0 | 4 | -6
CCC1(C)COC2(OC1)C(=O)Nc1ccccc12 (configuration not stated) | 4 | -11 | 12 | 15 | 35 | 1.9 | 0.3 | 2 | -6
O=C(CCCNC(=O)/C(=C\c1ccccc1F)NC(=O)c1ccccc1)OCc1ccccc1 | 8 | -2 | -7 | 35 | 3 | -0.6 | -0.9 | 2 | 3
COc1ccc(C2c3ccc4ccccc4c3Oc3ncn4nc(Cc5ccccc5)nc4c32)cc1OC (configuration not stated) | 13 | 3 | -8 | 43 | 30 | 1.3 | -0.3 | 7 | -10
CN(C)c1ccc(/C=C2/C(=O)N(c3ccc([N+](=O)[O-])cc3)N=C2N2CCOCC2)cc1 | 12 | 25 | -4 | -8 | 27 | 1.0 | 0.4 | -4 | -2
Cc1cc(C)c(NC(=O)Nc2ccccc2C)c(Cl)c1 | 4 | 0 | -14 | -1 | 60 | -0.6 | 0.7 | 5 | 26
COc1cccc(N2CCN(C(=O)c3ccc4nc(N5CCC(C)CC5)sc4c3)CC2)c1 | 3 | 15 | 11 | -46 | 21 | -1.5 | 0.1 | . | 0
C=CCNC(=S)Nc1sc2c(c1C(=O)OCC)CC(C)(CC)OC2 (configuration not stated) | 13 | -8 | -27 | 40 | 48 | -0.5 | 0.3 | 0 | -3[fluorescence artefact?]
COc1ccc2c(C(=O)CN3CC(C)OC(C)C3)c[nH]c2c1 (configuration not stated) | 16 | -8 | 15 | -18 | 1 | 1.1 | 0.6 | 5 | 3
O=C(Cn1nc(-c2ccc(Cl)cc2)c2ccccc2c1=O)NCC1CCCO1 (configuration not stated) | 4 | -8 | 11 | -4 | 12 | 0.7 | 0.2 | 4 | 7[fluorescence artefact?]
CC(C)CCOc1ccccc1C(N)=O | 1 | 13 | 0 | 8 | -9 | 1.1 | 0.4 | -2 | -11
CC(=O)Nc1ccc(S(=O)(=O)N2CCN(Cc3cccs3)CC2)cc1 | 4 | -15 | -1 | -39 | -8 | 0.4 | 1.7 | 4 | 33
Cn1ccnc1C(=O)c1cccc([N+](=O)[O-])c1 | 7 | 12 | 2 | 0 | -9 | 1.8 | 0.4 | 5 | 91*
O=C(CCc1nnc(CCCc2ccccc2)o1)NC(C1CC1)C1CC1 | 7 | . | -3 | -27 | -33 | -0.8 | 0.1 | 1 | -3
O=C(COC(=O)/C=C/c1ccc(F)cc1)NCc1ccco1 | 5 | 13 | -9 | 0 | 14 | 0.7 | 0.2 | 11 | -17
Cc1ccc(C(=O)COc2ccc3ccc(=O)oc3c2)cc1 | 1 | 11 | -8 | 19 | 3 | -0.2 | -0.5 | . | 11
COc1cccc(CN2CCC(C(=O)N3CCN(c4ccccc4F)CC3)CC2)c1 | 9 | 29 | -32 | -22 | 40 | 0.3 | 1.6 | 6 | 28[fluorescence artefact?]
COc1ccccc1OC1OC2COC(c3ccco3)OC2C(O)C1NC(C)=O (configuration not stated) | 10&7 | 4 | -7 | -6&-3 | 28 | -0.6 | -0.2 | 5 | 2[fluorescence artefact?]
Cc1ccc(S(=O)(=O)N2CCCC(C(=O)NCCCN3CCCCC3C)C2)cc1 (configuration not stated) | 8 | 8 | 2 | 16 | 7 | 0.8 | -1.1 | -1 | -6
CCc1c(C)sc(NC(=O)c2cnn3cccnc23)c1C#N | 10 | 20 | 1 | 9 | 24 | 0.9 | 0.0 | 6 | 30
CC(C)CNC(=O)c1nc(-c2ccccc2)n(-c2ccccc2)n1 | 13 | 0 | 10 | 9 | 6 | -0.6 | -0.8 | 0 | -1
Nn1c(SCC(=O)NC(=O)NCc2ccco2)nnc1-c1ccc(OC(F)F)cc1 | . | 14 | -4 | 33 | 16 | -0.8 | 0.0 | 1 | 6
N#Cc1nn(-c2ccccc2)nc1N1CCCCC1 | 10 | 6 | -13 | . | . | 1.4 | 0.6 | 6 | .
O=C(NCCN1CCCCCC1)c1ccc(CS(=O)(=O)c2ccc(Br)cc2)o1 | 9 | 25 | 22 | 3 | 24 | -0.3 | 0.6 | 2 | 38
CCOc1ccc(CCNC(=O)C2CCN(S(=O)(=O)N3CCC(C)CC3)CC2)cc1OCC | 9 | 7 | -19 | 29 | 55 | -0.1 | -0.5 | 0 | 0[fluorescence artefact?]

A section from further up, for reference:
SMILES | PGE2 EP2 inh | PPC-1+TRAIL kill | NPY-Y1 PAM-ag | EP2 modulator | CHOP inh | zfTRPN1 agonist | TRPML3 agonist | NPY Y1 blocker | 14-3-3 Bad PPI
COc1ccc(Nc2nc(NCCO)nc(OC)n2)cc1 | 7&9 | 21 | -2 | -34&3 | -22 | -0.3 | 1.0 | -8 | 0
CS(=O)(=O)N(CC(N)=O)Cc1ccc(Cl)cc1 | 4 | -2 | -13 | -9 | 11 | -1.6 | 0.2 | 0 | 6

Source: PubChem BioAssay (several laboratories)
